Source: PubChem BioAssay
AMA1 RON2 block = qHTS for Inhibitors of AMA1-RON; Towards Development of Antimalarial Drug Lead: Primary Screen; AlphaScreen AMA1-biotinylated RON2 peptide binding; Potency, µM (series often up to 58.2 µM), for the others: top-dose activity change, negative = inhibition, actives largely listed as inhibitors; 360,000 tested, 0.2% active; AID 720542, 2013;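 also: potency is read from the fitted curve at half-maximal effect; 0% = vehicle wells and -100% = peptide control; nearly all actives have a fitted effect of over 45% in size; some results filed as inactive show a strong effect at the top dose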
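AMA1 (3D7) with his tag at 25 nM final met compounds first, then biotinylated RON2 peptide at 25 nM; detection used donor plus acceptor beads, 10 µg/mL apiece, read by AlphaScreen after 30 min at room temperature.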
AmpC inh detg = qHTS Inhibitors of AmpC Beta-Lactamase (assay with detergent); P00811; AmpC hydrolysis of nitrocefin, absorbance 480 nm, 0.01% Triton; Potency, µM (highest dose often 114 µM), without a hit: at the top dose activity change, negative = inhibition, most hits filed as inhibitors; 370,000 tested, 0.041% active; AID 485294, 2010;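 also: potency is read from the fitted curve at half-maximal effect; 0% = no-compound wells and -100% = no-enzyme wells; nearly all actives have a fitted effect of over 25% in size; some results filed as inactive show a strong effect at the top dose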
Target sequence (P00811 whole entry, looked up): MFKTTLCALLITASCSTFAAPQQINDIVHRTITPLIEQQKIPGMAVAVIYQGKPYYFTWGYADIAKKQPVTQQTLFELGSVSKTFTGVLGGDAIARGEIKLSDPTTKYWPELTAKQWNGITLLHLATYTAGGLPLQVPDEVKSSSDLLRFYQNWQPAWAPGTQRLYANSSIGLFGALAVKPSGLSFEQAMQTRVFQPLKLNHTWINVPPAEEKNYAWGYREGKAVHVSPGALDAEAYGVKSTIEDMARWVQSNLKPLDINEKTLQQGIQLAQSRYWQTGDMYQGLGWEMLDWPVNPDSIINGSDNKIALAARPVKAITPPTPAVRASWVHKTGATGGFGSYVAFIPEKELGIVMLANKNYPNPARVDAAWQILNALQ
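AmpC (5.3 nM in the dispensed reagent) in 20 mM phosphate pH 7.0 with 0.01% (detergent screen) or 0.0001% Triton X-100 was preincubated with compounds for 15 min at room temperature. Nitrocefin was then added from an 800 uM solution, and hydrolysis was followed at 480 nm.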
Sm TGR block = qHTS Assay for the Inhibitors of Schistosoma Mansoni Peroxiredoxins; Schistosoma mansoni thioredoxin glutathione reductase (TGR), Q962Y6; purified TGR, DTNB reduction, TNB absorbance 405 nm; Potency, µM (titrated, usually from 114 µM), without a hit: top-dose activity change, negative = inhibition, actives largely listed as inhibitors; 360,000 tested, 3% active; AID 485364, 2010; also: potency is read from the fitted curve at half-maximal effect; nearly all actives have a fitted effect of over 60% in size
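Kinetic colorimetric format: TGR-catalysed, NADPH-driven DTNB reduction monitored via TNB absorbance. Enzyme dispensed at 20 nM; compound exposure 15 min at room temperature before reaction start.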
HCMV antiviral = qHTS Assay for inhibitors of the human cytomegalovirus (HCMV); HFF cells, HCMV-luciferase reporter, 72 h; hits give low values; activity change, negative = inhibition, % at 57.5 µM; 410,000 tested, 4.5% active; in the data active = activity change below about -60%; inconclusive = no clear call, values can overlap the other calls; inactive = above about -39%
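Two-dose cell screen: HFF monolayers treated with compounds and infected with luciferase-expressing HCMV at 1 PFU/cell, 72 h at 37C, then lysed for luciferase measurement.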
Giardia FBPA inh = qHTS Assay for Inhibitors of Fructose-1,6-bisphosphate Aldolase from Giardia Lamblia; 290,000 tested, 0.71% active; purified Giardia FBPA; Potency, µM (series often up to 59.6 µM), for the others: at the top dose activity, negative = inhibition, usual class: inhibitors; A8B2U2; also: potency is read from the fitted curve at half-maximal effect; nearly all actives have a fitted effect of over 55% in size
Target sequence (A8B2U2 whole entry, looked up): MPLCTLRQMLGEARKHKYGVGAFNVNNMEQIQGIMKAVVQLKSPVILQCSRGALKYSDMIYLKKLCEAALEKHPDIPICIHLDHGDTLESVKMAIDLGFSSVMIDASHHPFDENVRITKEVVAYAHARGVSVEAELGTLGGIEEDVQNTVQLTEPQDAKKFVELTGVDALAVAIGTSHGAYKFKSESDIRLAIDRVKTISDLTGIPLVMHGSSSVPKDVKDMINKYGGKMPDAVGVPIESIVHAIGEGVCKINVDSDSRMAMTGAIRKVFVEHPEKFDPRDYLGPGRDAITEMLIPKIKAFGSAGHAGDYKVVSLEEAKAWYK
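Giardia FBPA (40 nM reagent) was preincubated 10 min at RT with compound (up to 57.5 uM final), then substrate plus GAPDH/TPI/NAD/arsenate coupling system with diaphorase/resazurin was added; resorufin fluorescence (525/598 nm) was read after 20 min.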
AmpC inh no detg = qHTS Inhibitors of AmpC Beta-Lactamase (assay without detergent); 330,000 tested, 0.52% active; Potency, µM (titrated, usually from 57.1 µM), inactives show at the top dose activity change, negative = inhibition, most hits filed as inhibitors; AID 485341, 2010; AmpC nitrocefin hydrolysis, absorbance 480 nm, 0.0001% Triton;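 also: potency is read from the fitted curve at half-maximal effect; plate controls were no compound for no effect and no enzyme for full effect; nearly all actives have a fitted effect of over 20% in size; some results filed as inactive show a strong effect at the top dose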
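AmpC (5.3 nM in the dispensed reagent) in 20 mM phosphate pH 7.0 with 0.01% (detergent screen) or 0.0001% Triton X-100 was preincubated with compounds for 15 min at room temperature. Nitrocefin was then added from an 800 uM solution, and hydrolysis was followed at 480 nm.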
Active calls of the source: *; ? = inconclusive; / = not tested or not shown; & = joins results of further samples; [ ] = remark or other dose. Unless noted, calls follow the shape of the dose curve; as a rule, active = well fitted curve in the direction sought with a large enough effect; inconclusive = small, poorly fitted or top-dose-only effect, or another doubt; inactive = no such curve, though single readings can be large; an effect the other way counts as inactive or inconclusive. Unless noted, % is scaled to controls: 0 for no effect and ±100 for the full control effect.

(1) Cc1cc(NC(=O)C2CCCN2C(=O)Nc2cccc(Cl)c2)ccc1-n1cnnn1 (centres undefined)
(2) CC(CCc1ccccc1)NCCC#N (centres undefined)
(3) CSCCC(NC(=O)COc1ccccc1)C(=O)NC1CCC(C)CC1 (centres undefined)
(4) Cc1cc(C)c(C(=O)Nc2cccc(F)c2)c(Cl)n1
(5) CC(Nc1nc(N2CCN(S(C)(=O)=O)CC2)nc2ccccc12)c1ccccc1 (centres undefined)
(6) CC(/C=C1\N=C(SCc2ccccc2Cl)SC1=O)=C\c1ccccc1
(7) CCCOc1ccc(C(=O)Nc2sc3c(c2C(=O)OCC)CCCCC3)cc1
(8) COc1ccc2c(c1)c1nc3n(c(=O)c1n2CC(=O)Nc1ccccc1)CCCS3
assay / compound	1	2	3	4	5	6	7	8
AMA1 RON2 block	1%	-15%	-16%	-1%	-5%	32%[activator]	/	3%
AmpC inh detg	-1%	-7%	-12%	?	?	?	15%	-6%
Sm TGR block	16%	-6%	3%	0%	-2%	-2%	2%	-10%
HCMV antiviral	32	0	-10	26	63	30	12	-22
Giardia FBPA inh	-1%	-2%	/	-16%	1%	-4%	/	/
AmpC inh no detg	-6%	-5%	-4%	-17%	15%	?	/	2%

In a second layout: results already given.
No.	smiles	AMA1 RON2 block	AmpC inh detg	Sm TGR block	HCMV antiviral	Giardia FBPA inh	AmpC inh no detg
2	CC(CCc1ccccc1)NCCC#N (centres undefined)	-15%	-7%	-6%	0	-2%	-5%
3	CSCCC(NC(=O)COc1ccccc1)C(=O)NC1CCC(C)CC1 (centres undefined)	-16%	-12%	3%	-10	/	-4%
4	Cc1cc(C)c(C(=O)Nc2cccc(F)c2)c(Cl)n1	-1%	?	0%	26	-16%	-17%

Going on with the list:
(9) COc1ccc(-c2noc(CCC(=O)N3CCN(c4ccc(Br)cc4)CC3)n2)cc1
(10) N#CCc1ccc(NC(=O)/C=C/c2ccc([N+](=O)[O-])o2)cc1
(11) CC1CCCC(C)N1/N=C/c1ccccc1C(=O)O (centres undefined)
(12) COc1cccc(NC(=S)NCc2cccs2)c1
(13) Cc1ccc(-n2c(=O)c3c4c(sc3n(Cc3cc(=O)n5cc(Cl)ccc5n3)c2=O)CCC4)cc1C
(14) COc1ccc(CCn2c(C3CCCCC3)nc3c(c(=O)c4ccccc4n3C)c2=O)cc1OC
(15) Cc1ccc2c(c1)C1CN(C)CCC1N2S(=O)(=O)c1ccccc1 (centres undefined)
(16) COc1ccc(/C=C(\NC(=O)c2cccs2)C(=O)Nc2ccc(C)cc2)cc1OC
assay / compound	9	10	11	12	13	14	15	16
AMA1 RON2 block	-6%	-1%	-5%	-5%[2.32 µM]	/	0%	-4%	-1%
AmpC inh detg	/	-8%	3%	?	-2%	4%	1%	-9%
Sm TGR block	/	4.5µM*	-16%	-21%	0%	0%	-30%	-7%
HCMV antiviral	-18	/	29	?	13	?	?	-32
Giardia FBPA inh	/	?	-3%	-2%	/	5%	-2%	1%
AmpC inh no detg	-27%	-45%	-16%	-13%	/	-1%	31%	205%[activator]

(17) O=C1C2C3C=CC(C3)C2C(=O)N1/N=C/c1cc(Br)cc([N+](=O)[O-])c1O (centres undefined)
(18) Cc1cc(C)cc(NC(=O)COC(=O)CCCC2=NS(=O)(=O)c3ccccc3N2)c1
(19) CCCCC(=O)NCCc1cc2c(OC)ccc(OC)c2[nH]c1=O
(20) O=C(C1CCC1)N1CCc2cc(S(=O)(=O)NC3CCCc4ccccc43)ccc21 (centres undefined)
(21) Cc1onc(-c2ccccc2)c1-c1nnc(CN2CCN(S(=O)(=O)c3ccccc3)CC2)o1
(22) CCCc1nc2nc(C)c(NS(=O)(=O)c3ccc(CC(C)C)cc3)c(=O)n2[nH]1
(23) Cc1ccc(C(=O)NCCc2nnc3c(C(F)(F)F)cc(Cl)cn23)o1
(24) Cc1cc(=O)oc2cc(OC(=O)c3ccccc3)ccc12
assay / compound	17	18	19	20	21	22	23	24
AMA1 RON2 block	-10%	-4%	6%	0%	-1%	-23%	7%	17%
AmpC inh detg	?	-7%	-2%	-4%	-1%	-9%&18%	-4%	3%
Sm TGR block	-6%	-5%	6%	-3%	-2%	-3%&3%	-9%	2%
HCMV antiviral	-39	38	-11	36	-25	-10&2	-21	-8
Giardia FBPA inh	-5%	-1%	-15%	2%	/	-27%	-4%	-2%
AmpC inh no detg	-20%	-31%	-5%	-29%	162%[activator]	-21%	-10%	-5%

(25) COc1ccc(N(CC(=O)NCCc2ccc(Cl)cc2)S(=O)(=O)c2c(C)[nH]c(=O)[nH]c2=O)cc1
(26) Cc1nc2cc(C(=O)NCc3ccc4c(c3)OCO4)ccc2n1-c1ccc(Br)cc1
(27) Cc1ccc2cc(CN(Cc3nnnn3C3CCCCC3)CC3CCCO3)c(=O)[nH]c2c1 (centres undefined)
(28) Cc1cc(C(=O)OCC(=O)Nc2nc(-c3ccccc3)cs2)c(C)o1
(29) Nc1cccc(-c2cc(-c3ccccc3)nc(-c3cccc(N)c3)n2)c1
(30) CC(=O)N1CC(C)Oc2ccc(S(=O)(=O)NC(CC(=O)O)c3ccccc3)cc21 (centres undefined)
(31) COc1ccc(N2Cc3ccccc3C2=O)cc1
(32) CCOc1ccccc1C(=O)Nc1cccc(-c2nnc(-c3ccccc3)o2)c1
assay / compound	25	26	27	28	29	30	31	32
AMA1 RON2 block	0%	-17%	-6%	3%	-19%	-7%	17%	-8%
AmpC inh detg	-2%	-4%	?	8%	8%	0%	-5%	?
Sm TGR block	0%	0%	0%	8%[11.4 µM]	1%	9%	3%	4%
HCMV antiviral	-34	2	?	-101*	-21	0	74	-13
Giardia FBPA inh	10%	7%	1%	2%	3%	13%	-2%	9%
AmpC inh no detg	-15%	17%	86%[activator]	-36%	-41%	-10%	-19%	-14%

(33) COc1cc(NC(=O)CN2C(=O)c3ccccc3Sc3ccc(C(=O)N4CCOCC4)cc32)cc(OC)c1OC
(34) COC(=O)c1ccc(NC(=O)CSc2nnc(CNc3ccc(F)cc3)n2C)cc1
(35) O=C(COC(=O)C1COc2ccccc2O1)Nc1cccc(Cl)c1 (centres undefined)
(36) Cc1ccccc1OCC(=O)Nc1ccccc1N1CCCCC1
(37) Clc1ccc(CN2CCC(c3nc4ccc(Cl)cc4[nH]3)CC2)cc1
(38) COc1ccc(CCNC(=O)c2cc(C)nc3c2c(C)nn3-c2ccccc2)cc1OC
(39) COc1ccc(C)cc1-n1nnc(C(=O)Nc2cccc(SC)c2)c1C
(40) C=CCn1c(O)c(C=Nc2ccccc2)sc1=S
assay / compound	33	34	35	36	37	38	39	40
AMA1 RON2 block	12%	4%	-5%	8%	-25%	/	/	14%
AmpC inh detg	5%	?	-2%	-8%	-6%	17%	4%	2%
Sm TGR block	-2%	-21%	-4%	-10%	-26%	2%	17%	5%
HCMV antiviral	14	24	2	8	-65*	-5	-29	2
Giardia FBPA inh	?	-1%	/	2%	0%	/	/	-17%
AmpC inh no detg	161%[activator]	-30%	-26%	-10%	-29%	/	/	-20%

(41) O=C(COc1ccc(Cl)cc1)OCc1cc(=O)n2nc(C3CCCCC3)sc2n1
(42) COc1cc(NC(=O)CSc2nnc3c(n2)[nH]c2ccc(S(=O)(=O)NC(C)C)cc23)cc(OC)c1OC
(43) CC(NC(=O)c1ccc(S(C)(=O)=O)cc1)c1cccc2ccccc12 (centres undefined)
(44) COc1ccc(NC(=O)CCCn2c(=O)oc3ccccc32)cc1Cl
(45) O=C(N/N=C/c1ccoc1)c1cc(O)cc(O)c1
(46) COc1cccc(NC(=O)c2cccc(N3C(=O)C4C5C=CC(C5)C4C3=O)c2)c1 (centres undefined)
(47) CSc1ccc(CN(C)C(=O)C2CCN(C(=O)Nc3ccccc3)CC2)cc1
(48) CCn1cc(CNC(=O)c2cc(Cl)ccc2OC)c(C)n1
assay / compound	41	42	43	44	45	46	47	48
AMA1 RON2 block	/	2%	3%	-6%	-10%	29%	27%	-1%
AmpC inh detg	19%	-13%	5%	2%	0%	-6%	3%	-5%
Sm TGR block	4%	5%	-1%	3%	-15%	-21%	-7%	?
HCMV antiviral	7	28	14	16	14	-25	-8	3
Giardia FBPA inh	/	-3%	1%	-10%	/	/	/	4%
AmpC inh no detg	/	-46%	54%	-6%	-54%	-12%	14%	12%

(49) Cc1nnc(SCC(=O)NCc2ccc(Cl)cc2)[nH]c1=O
(50) Clc1ccc(Cn2nnc(-c3ccc(CN4CCOCC4)cc3)n2)cc1
(51) CCN1CCN(CC(=O)c2ccc(C)cc2)CC1
(52) Cc1ccc(/C=N/N(Cc2ccccc2)c2ccccc2)o1
(53) O=C1CCc2cc(S(=O)(=O)NCc3ccccc3Cl)cc3c2N1CC3
(54) C=CCNC(=O)/C(=C\C=C\c1ccccc1)NC(=O)c1ccccc1Cl
(55) c1ccc2oc(-c3csc(N4CCOCC4)n3)cc2c1
(56) CN1C(=O)c2cccc(NC(=O)C3CCCCC3)c2C1=O
(57) O=C(NCC1CCCO1)c1nc2c(nnn2Cc2ccc(F)cc2)c(=O)[nH]1 (centres undefined)
assay / compound	49	50	51	52	53	54	55	56	57
AMA1 RON2 block	-9%	-8%	-26%	-22%	18%	6%	-20%	0%	29%
AmpC inh detg	?	12%	-13%	3%	23%	-11%	-2%	?	-18%
Sm TGR block	0%	-34%	5%	?	2%&1%	2%	-5%	0%	5%
HCMV antiviral	-13	-3	-67*	-17	-4&-13	-19	-11	9	14
Giardia FBPA inh	4%	2%	?	-6%	/	5%	-14%	2%	2%
AmpC inh no detg	-16%	156%[activator]	-1%	-17%	-10%	-14%	12%	-8%	-9%

Of the compounds above, these contain a cyano group.
(2) CC(CCc1ccccc1)NCCC#N (centres undefined)
(10) N#CCc1ccc(NC(=O)/C=C/c2ccc([N+](=O)[O-])o2)cc1
assay / compound	2	10
AMA1 RON2 block	-15%	-1%
AmpC inh detg	-7%	-8%
Sm TGR block	-6%	4.5µM*
HCMV antiviral	0	/
Giardia FBPA inh	-2%	?
AmpC inh no detg	-5%	-45%
